core dimer inh: inhibitors of HCV core protein dimerization, primary screen, biochemical, TR-FRET, high-throughput. actives 0.33% (n = 300,000). TR-FRET GST/Flag-core106 dimerization, 1536-well. inhibition, % at 5 µM. AID 1899, 2009;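 active = inhibition above the mean of all tested compounds plus 3 SD, set per screening campaign, cut at about 45% in these data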
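Assay system: GST-tagged and Flag-tagged HCV core protein residues 1-106 / Times: compound-protein-antibody incubation 4 h at 22.5 °C / Signal: time-resolved FRET, ex 340 nm, em 617 and 671 nm / Evaluation: % inhibition based on acceptor/donor emission ratio / Benchmarks: wells lacking GST-core106 and wells with excess unlabelled core106 / Repeats: singlicate, one well per compound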
procasp3 activ: activators of human procaspase-3 D3A mutant, primary screen, biochemical, absorbance, PC-3 D3A mutant, single concentration; AID 463141, 2010; recombinant procaspase-3 D3A, Ac-DEVD-pNA absorbance 405 nm; activation, % at 8.5 µM; actives 0.11% (n = 330,000);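 active = activation above the mean of all tested compounds plus 3 SD, cut at about 21% in these data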;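 also: 0% = DMSO alone and 100% = DMSO wells spiked with extra 5 µM PC-3 D3A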
Target sequence (P42574 whole entry D9A/D28A/D175A): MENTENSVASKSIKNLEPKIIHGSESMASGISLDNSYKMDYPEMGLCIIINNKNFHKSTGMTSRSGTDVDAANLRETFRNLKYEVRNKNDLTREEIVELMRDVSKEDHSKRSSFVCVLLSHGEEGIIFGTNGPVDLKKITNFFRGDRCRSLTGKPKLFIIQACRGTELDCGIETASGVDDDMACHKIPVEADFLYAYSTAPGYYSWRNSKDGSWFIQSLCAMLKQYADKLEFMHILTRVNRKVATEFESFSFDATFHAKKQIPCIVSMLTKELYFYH
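Test system: Procaspase-3 D3A mutant, all three cleavage aspartates alanine | Dosing: Single dose, 8.5 µM nominal compound, 0.8% DMSO | Schedule: 1 h preincubation, 2 h reaction | Technique: 405 nm absorbance of p-nitroaniline, reads at 0 and 120 min | Repeats: One well per compound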
CTSL1 counter: Fasciola hepatica cathepsin L1 inhibitors, primary screen, counter-screen for PFM18AAP inhibitor project, biochemical, QFRET, fluorogenic peptide substrate. recombinant F. hepatica cathepsin L1, Z-Leu-Arg-MCA fluorescence. AID 1906, 2009. actives 0.49% (n = 300,000). inhibition, % at 5.96 µM;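 active = inhibition above the mean of all tested compounds plus 3 SD, set per screening campaign, cut at about 17% in these data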;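 also: 0% = plate median of test compound wells and 100% = 1 µM Z-Phe-Ala-diazomethylketone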
AHR activator: AHR activators, primary screen, cell-based, luminescence, luciferase reporter, human; Aryl hydrocarbon receptor (Homo sapiens), P35869; AHR-responsive luciferase reporter cells; activation, % at 5 µM; actives 2.5% (n = 320,000); AID 2796, 2010; in the data active = activation above about 47%;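 also: 0% = vehicle wells and 100% = reference agonist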
PP1 counter: PP1-alpha phosphatase inhibitors, primary screen, counter-screen for PP5 inhibitor project, biochemical, fluorescence, OMFP substrate, single point; purified PP1alpha; Serine/threonine-protein phosphatase PP1-alpha catalytic subunit (Homo sapiens), P62136; actives 0.9% (n = 320,000); AID 2235, 2010; inhibition, % at 6.7 µM;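 active = inhibition above the mean inhibition of all tested compounds plus 3 SD, computed separately for each screening campaign, cut at about 15% in these data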
Target sequence (P62136 whole entry, looked up): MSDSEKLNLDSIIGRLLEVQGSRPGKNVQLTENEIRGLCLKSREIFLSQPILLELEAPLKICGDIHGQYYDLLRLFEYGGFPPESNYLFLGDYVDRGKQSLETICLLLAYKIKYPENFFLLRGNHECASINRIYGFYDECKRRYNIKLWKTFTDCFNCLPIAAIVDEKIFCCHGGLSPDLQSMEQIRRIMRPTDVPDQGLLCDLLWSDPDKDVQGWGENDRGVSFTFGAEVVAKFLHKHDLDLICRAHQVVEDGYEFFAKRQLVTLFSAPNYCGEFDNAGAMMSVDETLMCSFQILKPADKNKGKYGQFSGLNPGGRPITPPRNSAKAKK
PAFAH2 FP inh: PAFAH2 enzyme inhibitors, primary screen, biochemical, fluorescence polarization, human; inhibition, % at 3.39 µM; recombinant PAFAH2, FP-rhodamine activity probe; actives 0.99% (n = 340,000); AID 492956, 2010; Platelet-activating factor acetylhydrolase 2, cytoplasmic (Homo sapiens), Q99487;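 active = inhibition above the mean over all tested compounds plus 3 SD, cut at about 30% in these data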;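 also: inhibitors block probe labeling of enzyme so polarization drops; 0% = enzyme with DMSO and 100% = wells lacking PAFAH2 protein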
proCasp7 act: procaspase-7 activators, primary screen, counter-screen for procaspase-3 activator project, biochemical, absorbance, HTS, human. AID 463210, 2010. activation, % at 8.5 µM. Caspase-7 (Homo sapiens), P55210. recombinant procaspase-7, Ac-DEVD-pNA absorbance 405 nm; D23A/D198A/D206A triple mutant, cannot self-cleave; scale: DMSO 0, 5 µM enzyme 100. actives 0.093% (n = 330,000);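 active = percent activation above the screen-wide mean plus 3 SD, cut at about 25% in these data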
Target sequence (P55210 whole entry D23A/D198A/D206A): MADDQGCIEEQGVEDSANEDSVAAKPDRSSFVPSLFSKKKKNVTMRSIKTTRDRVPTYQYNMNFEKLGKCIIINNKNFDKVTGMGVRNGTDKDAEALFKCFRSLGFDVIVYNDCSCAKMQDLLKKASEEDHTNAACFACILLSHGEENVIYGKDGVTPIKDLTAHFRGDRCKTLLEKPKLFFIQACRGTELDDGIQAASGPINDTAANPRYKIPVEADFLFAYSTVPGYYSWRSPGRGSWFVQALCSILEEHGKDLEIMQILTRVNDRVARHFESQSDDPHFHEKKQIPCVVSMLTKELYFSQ
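Assay system: Uncleavable procaspase-7 mutant enzyme; Input: 2 µM procaspase-7 mutant as dispensed; Also added: DEVD-pNA substrate; Medium: Zinc-free HEPES pH 7.4 with 300 mM NaCl, 0.01% Triton X-100; Timing: 1 h compound preincubation, 2 h substrate cleavage, 25 °C; Measured by: Epi-absorbance of released pNA at 405 nm, two timepoints.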
TPT1 inh: Candida albicans TPT1 enzyme inhibitors, primary screen, biochemical, fluorescence polarization. AID 1962, 2009. tRNA 2'-phosphotransferase TPT1 (Candida albicans SC5314). actives 0.81% (n = 300,000). recombinant caTPT1, FP RNA substrate dephosphorylation. inhibition, % at 5 µM;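 active = inhibition above the mean of all tested compounds plus 3 SD, set per screening campaign, cut at about 24% in these data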;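 also: plate controls were DMSO alone for no effect and ferristatin control at 100 nM for full effect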
PP5 inh: PP5 phosphatase inhibitors, primary screen, biochemical, fluorescence | inhibition, % at 6.7 µM | purified PP5c, OMFP substrate fluorescence | actives 0.18% (n = 320,000) | AID 1987, 2009;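 active = inhibition above the campaign's mean inhibition across all tested compounds plus 3 SD, cut at about 9.5% in these data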;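 also: 0% = DMSO only and 100% = 100 µM cantharidin control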
Numbers without * were called inactive; x = no result given. The order is random; any-hit rate near 5.6%.

SMILES	core dimer inh	procasp3 activ	CTSL1 counter	AHR activator	PP1 counter	PAFAH2 FP inh	proCasp7 act	TPT1 inh	PP5 inh
Cc1ccc(C(=O)N/C(=C\c2ccco2)C(=O)N2CCCCC2)cc1	7	2	3	0	1	14	4	2	2.9
CCOC(=O)Oc1ccc2c(=O)c(Oc3cccc(C)c3)coc2c1	0	10	2	0	-2	12	-10	1	6.7
COc1ccc(S(=O)(=O)NCC(c2cccnc2)N2CCN(Cc3ccccc3)CC2)cc1C (stereo not drawn)	-5	-4	3	0	-3	-2	4	-2	1.5
O=C(NCCc1ccccn1)c1cc(-c2ccccc2Cl)nc2ccccc12	10	-5	1	2	1	-1	3	-1	0.6
CC(C)Cn1cc(C(=O)N2CCN(c3ccccn3)CC2)c2c3ccccc3n(C)c2c1=O	5	4	-2	4	-1	2	-4	2	1.4
C(=N\Nc1ccccn1)/c1ccc(N2CCOCC2)cc1	-8	-5	2	8	0	3	5	4	-3.1
COc1ccc(-c2coc3c(C)c4oc(=O)c(CCC(=O)O)c(C)c4cc23)cc1	24	4	7	17	4	7	1	-2	1.2
COc1ccc(CC(=O)N(C)CC(=O)Nc2c(C)cccc2C)cc1S(=O)(=O)N1CCOCC1	x	-12	x	-1	5	1	-3	x	2.9
C/C(NCc1cccnc1)=C(\C#N)C(=O)NCc1ccccc1	-5	-4	2	13	-1	0	18	0	-1.4
COc1ccc([N+](=O)[O-])cc1NC(=O)C(C)OC(=O)c1ccccc1C(=O)c1ccc(Cl)cc1 (stereo not drawn)	18	0	-9	4	7	-6	-14	-5	1.7
CCOC(=O)C1CCCN(C(=O)c2cccc3ccccc23)C1 (stereo not drawn)	-6	4	-2	0	-5	4	2	5	4.0
Cc1cc(-c2ccccc2)nc2cc(C(N)=O)nn12	2	-1	2	8	-1	3	6	0	0.3
CCOCCCNC(=O)C(NC(=O)Cc1cccs1)c1ccccc1 (stereo not drawn)	2	-1	0	-1	-4	4	-1	1	-1.6
CCN1C(=O)[C@@H]2C(C(=O)c3cnccn3)=NN[C@@H]2C1=O	-1	-3	0	0	-5	8	-11	-4	5.2
CCOCC(=O)Nc1cccc(C(=O)OCC)c1	1	2	9	-1	5	-5	1	2	2.3
CC1(c2ccccc2)NC(=O)N(CC(=O)Nc2ccc(Cl)c(S(=O)(=O)N3CCCCC3)c2)C1=O (stereo not drawn)	6	-2	-48	9	-1	-3	-14	-3	2.8
CCOCCCn1c(SCC(=O)Nc2cccc(S(=O)(=O)NC3=NCCCCC3)c2)nc2ccccc2c1=O	-1	4	-4	-1	2	-5	9	1	-0.3
COc1cccc(C(=O)N2CCC(C(=O)NCc3ccco3)CC2)c1	-4	1	-1	-1	3	0	3	-2	0.8
C[N+](C)(C)CCOC(=O)C1(c2ccccc2)CCCC1	0	4	1	2	-2	8	7	1	-1.0
CCNc1nc(Oc2ccc(=O)n(-c3ccccc3)n2)nc(N2CCOCC2)n1	-2	1	3	0	-4	7	-2	-2	-4.2
Cc1cccc(C(CC(=O)NCc2ccco2)c2ccccc2)c1O (stereo not drawn)	0	5	2	-2	-2	-2	4	-3	0.0
Cc1ccc(-n2c3c(cc(C(=O)NCC(=O)c4ccccc4)c2=O)C(=O)CCC3)cc1	10	2	0	-1	-1	-1	3	2	3.7
CC(=O)Nc1ccc(S(=O)(=O)NCCCN2CCN(Cc3ccccc3)CC2)cc1Cl	-2	-6	-8	0	-1	0	2	1	0.2
Cc1[nH]c(=O)[nH]c(=O)c1CSCC(=O)OCC(=O)c1ccc(Br)cc1	0	13	-6	8	-5	8	8	-5	-0.2
Cc1cccc(C)c1C(=NCCCN(C)C)c1ccccc1	-8	0	-4	-2	1	4	-7	0	1.4
O=C(CO)N/N=C/c1c2ccccc2cc2ccccc12	-16	-5	1	3	-3	6	-10	0	1.5
CN(CC(=O)NCc1ccccc1Cl)CC(=O)Nc1cccc(F)c1	-1	-7	-4	2	-1	2	8	-1	0.8
Cc1cc(SCC(=O)OC(C)C(=O)N(C)c2ccccc2)nc2ccccc12 (stereo not drawn)	2	3	5	8	-5	2	-3	1	4.2
CC(C)C(c1nnnn1C1CCCCC1)N1CCOCC1 (stereo not drawn)	4	-8	5	2	-3	2	-3	1	1.5
O=C(NCCOCCNC(=O)OCc1ccccc1)OCc1ccccc1	1	4	12	8	5	2	-1	-4	-2.3
COc1cc(CNC(=O)c2cc3ccccc3oc2=O)cc(OC)c1OC	1	4	-1	30	-6	-2	6	-1	-0.6
O=C(Nc1cccc(NC(=O)c2cccs2)c1)c1ccc([N+](=O)[O-])o1	-1	4	5	2	-1	-1	0	3	0.3
Fc1cccc(Cl)c1CSc1nnc(COc2cccc3cccnc23)o1	8	10	2	4	10	2	6	2	0.7
Nc1nnc(CC(=O)N/N=C/c2ccc(-c3ccc(F)cc3)o2)s1	-7	-3	0	-2	1	x	-3	-1	2.7
CCN1C(=O)C2(C(C#N)=C(N)Oc3c2c(C)nn3-c2ccccc2)c2ccccc21 (stereo not drawn)	-1	0	1	3	3	-3	-1	0	4.7
O=C(CSc1nccn1-c1ccccc1)N1CCc2ccccc21	5	2	-2	16	-2	-2	-2	-3	2.5
O=C(NC1CCCCC1)c1ccc(CN2CCOCC2)cc1	-2	3	-1	0	-4	5	5	-2	-1.6
COc1cccc(OC)c1OCC(O)CN1CCN(c2ccc(F)cc2)CC1 (stereo not drawn)	-11	1	-5	0	1	3	7	-2	0.9
CCOC(=O)c1cc(C(=O)NC(C)c2ccccc2)c(=O)[nH]c1C (stereo not drawn)	-8	0	2	-1	-2	4	1	-3	-1.7
Cc1sc2nc(CSCC(=O)N(C)c3ccccc3)[nH]c(=O)c2c1C	10	0	2	12	2	-1	-1	18	0.2
COc1cccc(CN2CCNC(=O)C2CC(=O)NCCN2CCCCC2=O)c1 (stereo not drawn)	3	11	-2	-3	-3	0	2	-6	1.5
CCN(CC)S(=O)(=O)c1cc(-c2nnc(-c3ccc(Br)cc3)o2)ccc1Cl	23	1	-9	3	0	-5	-1	-1	2.0
O=C(CSc1nnc(-c2ccncc2)o1)Nc1cc(Cl)ccc1C(=O)O	x	3	x	1	x	-1	1	x	x
CC(C)n1cnc2c(NCc3ccccc3)cc(OCC3CCN(C)CC3)cc21	x	-3	x	6	x	18	-3	x	x
Cc1cccc(S(=O)Cc2ccc(C(=O)N3CCOCC3)o2)c1 (stereo not drawn)	4	2	-1	1	-2	7	-2	0	1.1
CC1CC(=O)N(c2ccc(C(C)C)cc2)C(=O)C1	-2	-1	3	3	2	-1	-1	1	0.9
CN(C)C1=NC[C@H](Cc2ccccc2)N1CCc1ccc(F)cc1	-1	11	-1	5	-2	-1	-6	-5	0.6
Cn1nc(C(=O)NCC2COc3ccccc3O2)c2ccccc2c1=O (stereo not drawn)	x	6	x	3	0	-2	-1	x	1.4
CCc1ccccc1NC(=O)CSc1nc2[nH]c(=O)cc(O)c2s1	-14	-22	2	-1	-3	13	-28	-1	-0.4
Cc1ccc(C)c(S(=O)(=O)C(C#N)c2nc3ccccc3nc2N2CCOCC2)c1 (stereo not drawn)	5	-8	1	-1	-3	3	-7	3	4.1
C=CCNC(=O)c1cnn(-c2ccccc2)c1-c1ccccc1	-16	3	-1	-1	-1	-5	-15	-2	4.9
COc1ccccc1N=Cc1c(C)c(C#N)c2[nH]c3ccccc3n2c1=O	7	-1	-6	11	8	7	-14	19	-1.1
CC(=O)c1ccc(-n2nnnc2SCC(=O)NNC(=O)c2ccco2)cc1	2	5	-7	0	-2	3	-8	-2	2.9

11 of these compounds in another layout.
Sequence of screens – core dimer inh, procasp3 activ, CTSL1 counter, AHR activator, PP1 counter, PAFAH2 FP inh, proCasp7 act, TPT1 inh, PP5 inh
Cc1sc2nc(CSCC(=O)N(C)c3ccccc3)[nH]c(=O)c2c1C
  10, 0, 2, 12, 2, -1, -1, 18, 0.2
COc1cccc(CN2CCNC(=O)C2CC(=O)NCCN2CCCCC2=O)c1 (stereo not drawn)
  3, 11, -2, -3, -3, 0, 2, -6, 1.5
CCN(CC)S(=O)(=O)c1cc(-c2nnc(-c3ccc(Br)cc3)o2)ccc1Cl
  23, 1, -9, 3, 0, -5, -1, -1, 2.0
O=C(CSc1nnc(-c2ccncc2)o1)Nc1cc(Cl)ccc1C(=O)O
  x, 3, x, 1, x, -1, 1, x, x
CC(C)n1cnc2c(NCc3ccccc3)cc(OCC3CCN(C)CC3)cc21
  x, -3, x, 6, x, 18, -3, x, x
Cc1cccc(S(=O)Cc2ccc(C(=O)N3CCOCC3)o2)c1 (stereo not drawn)
  4, 2, -1, 1, -2, 7, -2, 0, 1.1
CC1CC(=O)N(c2ccc(C(C)C)cc2)C(=O)C1
  -2, -1, 3, 3, 2, -1, -1, 1, 0.9
CN(C)C1=NC[C@H](Cc2ccccc2)N1CCc1ccc(F)cc1
  -1, 11, -1, 5, -2, -1, -6, -5, 0.6
Cn1nc(C(=O)NCC2COc3ccccc3O2)c2ccccc2c1=O (stereo not drawn)
  x, 6, x, 3, 0, -2, -1, x, 1.4
CCc1ccccc1NC(=O)CSc1nc2[nH]c(=O)cc(O)c2s1
  -14, -22, 2, -1, -3, 13, -28, -1, -0.4
Cc1ccc(C)c(S(=O)(=O)C(C#N)c2nc3ccccc3nc2N2CCOCC2)c1 (stereo not drawn)
  5, -8, 1, -1, -3, 3, -7, 3, 4.1

Assay outcomes from PubChem BioAssay.
